TWEAK Fn14 block: blocks TWEAK-Fn14 interaction in a reporter cell assay | TWEAK-stimulated Fn14 reporter cells, luciferase luminescence, 8 h | inhibition, % at 10 µM | 2% of 360,000 active; in the data active means inhibition above about 50%
HIF-2a block: HIF-2a inhibition; 0.72% of 360,000 active; inhibition, % at 18.8 µM; 786-0 RCC cells HIF-2a reporter, luciferase luminescence, overnight;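 active means inhibition of the luminescence signal of 40% or more relative to plate controls, in a single-dose primary screen at 18.75 µM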
C8 TRAIL sens: caspase-8 TRAIL sensitization | NB7+C8 cells + TRAIL, ATPlite viability luminescence | 1% of 360,000 active | inhibition (viability loss, TRAIL sensitization), % at 10 µM;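 active means compounds causing at least 50% loss of cell viability in the single-dose screen, relative to plate controls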
KKLEB tox: reduces viability of KKLEB cystic fibrosis airway cells. 0.36% of 360,000 active. activity change (cytotoxicity), % at 5 µM. KKLEB CF airway cells viability, ATPlite luminescence, overnight; active compounds read low; cells stimulated with P. aeruginosa culture filtrate. AID 602141;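 active means corrected activity change at or below -50% at 5 µM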
Shn3 3UTR inh: inhibitors of Schnurri-3 3'UTR reporter in osteoblasts; inhibition, % at 12.5 µM; 0.52% of 360,000 active; Clone20 osteoblast Shn3 3'UTR firefly luciferase, 24 h;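 active means mean inhibition of at least 75% with every replicate also reaching 75%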;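 further: 0% = median of neutral control wells and 100% = pilot-screen positive control compound; some compounds past the cut are filed as inactive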
MITF TRPM1 inh: reduces MITF-dependent TRPM1 promoter luciferase signal; SK-MEL-5 TRPM1 promoter luciferase, 24 h; inhibition, % at 12.5 µM; 0.83% of 330,000 active;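 active means mean inhibition across replicates of 60% or more, whatever share of single replicates reaches that level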; further: values of inactives mirror those of a sister screen read the other way
Peg3 promoter: reduces Peg3 promoter-driven luciferase expression in HeLa; inhibition, % at 20 µM; HeLa PEG-Prom luciferase reporter, luminescence, overnight; 1.7% of 360,000 active; AID 588405;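 active means inhibition of at least 50% at 20 µM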
TROY signal inh: blocks TROY-dependent signaling in reporter cells; Q293 LMP1-TROYcd NF-kB luciferase reporter, 4 h; inhibition, % at 10 µM; 0.98% of 360,000 active;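 active means compounds whose plate-normalised and pattern-corrected inhibition of the luciferase reporter signal at the single screening dose is 50% or more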
NR2E3 ag-1: activates human NR2E3 receptor | 0.35% of 360,000 active | CHO-S Gal4-NCOR/VP16-NR2E3 two-hybrid, luciferase | inhibition of corepressor binding, % at 3.98 µM | AID 602229;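 active means inhibition above the mean of all tested compounds plus 3 SD, cut at about 70% in these data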;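 further: 0% = DMSO with NR2E3 transfected cells and 100% = cells lacking NR2E3 construct; higher means lower luciferase signal from less NR2E3 corepressor binding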
Target sequence (Q9Y5X4 whole entry, looked up, the tested form may be a part): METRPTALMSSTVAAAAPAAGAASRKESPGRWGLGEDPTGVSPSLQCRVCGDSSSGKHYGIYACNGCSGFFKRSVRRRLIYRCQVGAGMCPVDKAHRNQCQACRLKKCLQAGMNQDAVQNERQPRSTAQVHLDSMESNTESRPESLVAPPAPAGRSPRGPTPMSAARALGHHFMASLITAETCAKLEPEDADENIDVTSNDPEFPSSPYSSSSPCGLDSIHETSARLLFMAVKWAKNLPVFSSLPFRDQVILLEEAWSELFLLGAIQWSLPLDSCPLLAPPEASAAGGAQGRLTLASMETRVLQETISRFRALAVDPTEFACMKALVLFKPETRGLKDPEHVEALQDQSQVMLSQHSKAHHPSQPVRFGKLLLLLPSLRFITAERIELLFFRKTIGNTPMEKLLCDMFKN
NR2E3 ag-2: NR2E3 (human) agonism; GST-NR2E3/biotin-RetCOR TR-FRET, 1536-well; 0.12% of 320,000 active; Q9Y5X4; AID 2300; inhibition of corepressor binding, % at 4.78 µM;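 active means percent inhibition above the cutoff of mean plus 3 SD of all tested compounds, set per screening campaign, cut at about 20% in these data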;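 further: 0% = DMSO wells and 100% = biotin wells as full block of FRET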
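Material: NR2E3–RetCOR corepressor complex / Incubation: Compound–protein incubation for 5 h at 4 °C / Dosing: compound at 4.8 µM, single dose / Detection: time-resolved FRET / Benchmarks: high control biotin, low control 0.6% DMSO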
CF NFkB inh: cystic fibrosis NF-kB activation inhibition. KKLEB NF-kB-GFP reporter, PAF-induced, GFP fluorescence overnight. inhibition, % at 5 µM. 0.86% of 360,000 active. AID 588850;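 active means at least 50% inhibition at 5 µM, scaled per plate between neutral and stimulator controls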;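 further: PAF is a Pseudomonas aeruginosa culture filtrate used as stimulus; plate controls were PAF-stimulated DMSO wells for no effect and unstimulated DMSO wells for full effect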
An asterisk follows results filed as active; x = not tested or not shown. The list is partial; rates above refer to the full screens.

SMILES	TWEAK Fn14 block	HIF-2a block	C8 TRAIL sens	KKLEB tox	Shn3 3UTR inh	MITF TRPM1 inh	Peg3 promoter	TROY signal inh	NR2E3 ag-1	NR2E3 ag-2	CF NFkB inh
On1cnnc1-c1ccccc1	1	-2	10	4	11	-12	-4	4	-13	1	-18
C/C(=N/NC(=O)c1ccco1)c1ccc(NC(=O)c2ccc(Br)o2)cc1	-14	-184	29	29	-49	-72	-153	-47	-109	-3	-29
N#Cc1c(-c2ccccc2F)cc(C2CC2)nc1SCC(=O)c1cccs1	12	-15	-7	-5	5	-14	-16	9	-17	-2	-4
O=C(NCc1ccccn1)[C@@H]1CCCN1C(=O)[C@@H]1CCCN1C(=O)c1c(F)cccc1F	5	-2	0	x	x	x	x	1	-23	x	x
Cc1cc(F)ccc1NC(=O)CCc1ccc(S(=O)(=O)N2CCOCC2)cc1	-2	-1	-7	-5	-3	5	-4	-8	2	-1	-13
Cc1cccc(NC(=S)N2CCn3cccc3C2c2cccnc2)c1 (configuration not stated)	-12	4	9	10	18	-5	6	-17	15	-1	-7
CC(NCc1ccccc1)c1ccccc1O (configuration not stated)	0	11	3	5	8	-7	2	-1	-25	-2	4
COc1ccc(CC(=O)OC(C)CN2CCCCC2)cc1 (configuration not stated)	1	3	-5	5	4	6	10	2	-20	1	9
Cc1nc(CC(=O)Nc2nccs2)cs1	5	4	-17	6	9	-5	-2	5	-1	-3	-16
C=CCNc1nc(N)c(C(=C(C#N)C#N)c2ccc(Br)cc2)s1	47	3	-1	-12	28	22	56*	20	-25	3	7
COC(=O)c1cnc(NC(=O)C2(C)CCCN(C(C)=O)C2)s1 (configuration not stated)	9	-26	-7	-13	-28	x	-16	3	-27	x	-18
COc1cnc(-c2ccccc2)[nH]c1=O	16	8	-8	-6	-7	8	9	-6	-10	-3	11
CC(NC(=O)/C(C#N)=C/c1ccc(OCC(=O)O)cc1)c1ccccc1 (configuration not stated)	-4	16	-7	4	11	8	11	-1	6	6	-4
Cn1cc(C(=O)NS(=O)(=O)Nc2ccc(Br)cc2)c2ccccc21	-1	9	9	-1	14	5	-23	-10	-1	0	-22
COc1cc(C(=O)N2CCC(n3cnc4cc(F)ccc43)CC2)cc(OC)c1OC	4	12	-13	2	8	-4	-1	-8	-12	0	0
Cc1cccc(C(=O)N2CCCC(c3nc(-c4ccc(F)cc4)no3)C2)c1 (configuration not stated)	-13	-57	-8	-4	4	-6	-29	3	-53	x	5
Oc1cc2c(cc1C(c1ccc(Br)cc1)N1CCCC1)OCO2 (configuration not stated)	15	10	-4	-21	-1	-4	6	-13	-27	x	53*
CC(C)(C)C(=O)OCc1nc(-c2ccc(F)cc2)cs1	-21	-100	-12	-4	-80	-105	-218	7	13	1	7
O=C(c1ccc(CS(=O)c2cccc(Cl)c2)o1)N1CCOCC1 (configuration not stated)	-3	8	-6	4	-9	-3	10	-9	4	2	-8
CCOc1ncccc1C(=O)Nc1ccc(Cl)cc1	9	-23	3	0	-9	8	-14	1	-19	0	-3
O=c1c2[nH]c3ccc(Br)cc3c2ncn1CCCn1ccnc1	5	-6	-4	-4	-1	1	16	0	-33	2	2
CCCNC(=O)C1(C)CCCN(Cc2ccccc2Cl)C1 (configuration not stated)	7	9	7	-6	2	x	8	-14	9	x	1
O=C(O)CSCC(=O)N1CCN(c2cc(C(F)(F)F)nc3ccccc23)CC1	-10	5	9	3	-9	-8	14	-12	-26	4	-10
CCOc1ccccc1Nc1nnc(C)c(=O)[nH]1	-10	13	-3	-16	1	-12	2	-30	16	0	-18
CCCc1ncc(CN2CCCCC2C(=O)Nc2ccc(Oc3ccccc3)nc2)cn1 (configuration not stated)	7	-4	-9	-1	-4	9	8	2	6	-6	-3
Additional structures.
SMILES	TWEAK Fn14 block	HIF-2a block	C8 TRAIL sens	KKLEB tox	Shn3 3UTR inh	MITF TRPM1 inh	Peg3 promoter	TROY signal inh	NR2E3 ag-1	NR2E3 ag-2	CF NFkB inh
CN(C(=O)C1CCC(CNS(=O)(=O)c2cccc3cccnc23)CC1)C1CCCCC1 (configuration not stated)	-2	11	11	-18	16	6	5	-2	12	3	13
COc1cccc(/C=N/NC(=O)C(=O)N/N=C/c2cccc(OC)c2O)c1O	-16	6	24	-11	58	3	17	9	-35	x	12
CC(C)n1c(CNC(=O)c2ccccc2F)nnc1SCC(=O)NC1CCCCC1	11	2	2	5	-1	-4	-4	-13	-1	x	11
CC(Sc1nnc(-c2ccco2)o1)C(=O)NCCC1=CCCCC1 (configuration not stated)	6	10	-8	5	1	7	-2	23	5	5	-19
c1coc(CNc2ncnc3ccccc23)c1	24	6	3	-6	74	16	1	7	56	-2	20
O=C(NCCNC(=O)c1ccccc1F)c1ccco1	16	1	-17	5	-1	-9	8	0	3	-1	-8
CC(c1nccs1)N(C)c1nc2nonc2nc1NC1CC1 (configuration not stated)	12	0	-9	4	5	-2	3	20	2	-3	1
CC(C(=O)Nc1ccc(S(=O)(=O)N2CCCC2)cc1)N1CCCC(C(N)=O)C1 (configuration not stated)	-6	11	14	-14	-9	14	10	-5	-11	x	11
Cc1csc(C(=O)NN)c1N(C)C	-20	13	-1	-8	6	-2	-3	8	-85	4	-10
O=C(CCC(=O)c1ccc(F)cc1)Nc1cccnc1	1	-1	7	-4	-1	1	-7	-4	23	-1	10
CCOC(=O)C1(Cc2ccc(Cl)cc2)CCN(C(=O)CCc2cnccn2)CC1	1	11	3	8	16	-9	2	-4	18	4	4
CSc1nsc(NC(=O)Cc2ccccc2)n1	5	-103	1	-10	-1	-30	-104	-31	-47	2	26
O=C(Nc1ccc(CN2CCS(=O)(=O)CC2)cc1)c1ccc(C(F)(F)F)cc1	-21	-5	15	-5	11	25	-20	11	-12	-2	-12
CCN1C(=O)CSc2ccc(C(=O)NC3CCCCC3)cc21	-10	-11	11	2	-3	-7	-3	-20	-31	4	-2
Cc1cc(C)n(CCC(=O)N2CCN(S(=O)(=O)c3ccc(C)c(C)c3)CC2)n1	-4	5	-17	-3	-21	0	25	2	3	1	-5
CCCn1c(N)c(C(=O)CSc2nc(C)cs2)c(=O)n(C)c1=O	28	-30	5	1	9	18	3	0	-3	2	12
COc1cc(/C=C/c2nc3ccccc3c(=O)[nH]2)ccc1O	-2	-298	38	-1	-109	x	-207	-26	-174	x	-8
COc1ccc(NC(=O)Nc2nnc(-c3cccs3)s2)cc1	-33	-251	-27	3	-99	-93	-182	-59	-96	-1	-6
COc1ccccc1CNS(=O)(=O)c1cccs1	1	0	-6	3	-6	-10	-1	-16	-10	-1	-3
CC(=O)OC1c2c(ccc3ccc(=O)oc23)OC(C)(C)C1OC(=O)CC(C)C (configuration not stated)	11	9	-2	24	16	-12	-1	23	7	6	-3
CCOC(=O)CCCCCC(=O)Nc1ccc2c(c1)C(=O)N([C@H](C)CO)C[C@@H](C)[C@H](CN(C)Cc1ccc3c(c1)OCO3)O2	-15	2	-9	-7	-13	-8	-7	-1	-9	x	-10
COc1ccc(NS(=O)(=O)c2cc(N=Nc3c(O)[nH]c(=O)[nH]c3=O)ccc2Cl)cc1	7	3	-7	-16	-14	12	10	5	3	x	4
O=C(NCc1ccccc1)C1CC(=O)N(c2ccc(OCC(=O)N3CCCC3)cc2)C1 (configuration not stated)	-2	13	-2	0	0	-1	6	-18	-7	-2	2
COc1ccc(C2NC(=O)CS2)cc1 (configuration not stated)	4	12	-1	-5	12	1	11	6	37	1	-4
C[C@@H](NC(=O)c1cc2c([nH]c3ccccc32)c(-c2ccccc2)n1)C(=O)O	17	13	-15	-1	-6	15	14	-12	12	-5	0

In a second layout: entries from further up.
| structure | TWEAK Fn14 block | HIF-2a block | C8 TRAIL sens | KKLEB tox | Shn3 3UTR inh | MITF TRPM1 inh | Peg3 promoter | TROY signal inh | NR2E3 ag-1 | NR2E3 ag-2 | CF NFkB inh |
| --- | --- | --- | --- | --- | --- | --- | --- | --- | --- | --- | --- |
| COc1ccc(NS(=O)(=O)c2cc(N=Nc3c(O)[nH]c(=O)[nH]c3=O)ccc2Cl)cc1 | 7 | 3 | -7 | -16 | -14 | 12 | 10 | 5 | 3 | x | 4 |
| COc1cc(/C=C/c2nc3ccccc3c(=O)[nH]2)ccc1O | -2 | -298 | 38 | -1 | -109 | x | -207 | -26 | -174 | x | -8 |
| O=C(Nc1ccc(CN2CCS(=O)(=O)CC2)cc1)c1ccc(C(F)(F)F)cc1 | -21 | -5 | 15 | -5 | 11 | 25 | -20 | 11 | -12 | -2 | -12 |

Next entries
SMILES	TWEAK Fn14 block	HIF-2a block	C8 TRAIL sens	KKLEB tox	Shn3 3UTR inh	MITF TRPM1 inh	Peg3 promoter	TROY signal inh	NR2E3 ag-1	NR2E3 ag-2	CF NFkB inh
COc1ccc(COc2cc(-c3cccc(OC)c3)nc3ccc(NC(=O)c4cccnc4)cc23)cc1	-6	17	24	-17	10	4	54*	3	-25	3	80*
c1ccn2cc(C34CC5CC(CC(C5)C3)C4)nc2c1	6	-40	-10	3	-1	-8	-13	-23	-9	2	10
CCOc1ccc2nc(NC(=O)c3ccc(S(=O)(=O)N4CCOCC4)cc3)sc2c1	8	11	26	-41	0	7	13	15	-4	-1	37
CN(c1ccccc1)S(=O)(=O)c1cccc(NC(=O)Cc2c(F)cccc2Cl)c1	25	-9	6	-8	22	-3	-5	4	-27	2	10
Cc1ccc(C(=O)NCc2nnc(SCC(=O)Nc3ccccc3)n2C)cc1	-17	-15	2	18	-16	-8	-21	-25	6	4	-20
Clc1ccc(-n2nnnc2SCc2cn3ccccc3n2)cc1	20	5	-6	2	13	-1	-13	x	7	-1	-8
c1ccc(COc2ccc(Oc3nc(N4CCCCC4)nc(N4CCOCC4)n3)nn2)cc1	-19	0	-15	-7	14	-4	15	29	-6	0	-10
Cc1ccc2[nH]c(=O)c(CN(Cc3ccc4c(c3)OCO4)Cc3nnnn3Cc3ccco3)cc2c1	-14	-37	-10	19	-7	0	-24	-26	6	-2	-12
COc1ccc(CCN2C(=O)/C(=C\c3ccco3)SC2=S)cc1OC	15	13	6	5	0	-1	9	2	-8	x	12
O=C(NNc1nc(-c2ccc(Cl)cc2)cs1)c1ccco1	3	-146	2	5	-11	-31	-83	-23	-3	-2	-10
COc1cc(CC(=O)OCC(=O)N2CC(=O)Nc3ccccc32)cc(OC)c1OC	-8	8	-14	2	0	-1	18	14	-14	1	6
O=C(NCc1cccs1)c1cnc2ccccn2c1=O	-20	-58	-5	-12	-6	-15	-25	-16	14	-1	-14
C[C@H]1CN([C@@H](C)CO)C(=O)CCCn2cc(nn2)CO[C@@H]1CN(C)C(=O)Nc1ccnc(N2CCOCC2)c1	-14	3	-9	3	1	x	4	11	-4	x	-22
CCCNC(=O)C(Cc1ccccc1)NC(=O)c1cccc([N+](=O)[O-])c1 (configuration not stated)	6	13	6	12	2	1	-6	-1	-26	1	-6
O=C(O)C1C(c2ccccc2)C(C(=O)OCCCO)C1c1ccccc1 (configuration not stated)	-4	9	-13	15	-31	1	0	-13	2	1	15
CCCn1ncc(CN2CCC(N3CCC(C(=O)N4CCOCC4)CC3)CC2)c1C	-2	8	4	4	-1	4	-14	-2	19	1	0
CCOC(=O)c1ccc(NC(=O)N2CCN(Cc3ccccc3)CC2)cc1	-3	-2	-10	5	8	-11	-4	-9	8	-1	11
COC(=O)[C@@]1(Cc2ccc(F)cc2)[C@H]2c3cc(C(=O)N4CCCC4)n(Cc4ccc(OC(F)(F)F)cc4)c3C[C@H]2CN1C(=O)c1ccccc1	18	-15	14	x	x	x	x	6	1	x	x

Source: PubChem BioAssay (several laboratories)
